High-throughput results deposited in PubChem by National Center for Advancing Translational Sciences (NCATS).
FLuc counter – qHTS profiling assay for firefly luciferase inhibitor/activator using purifed enzyme and Km concentrations of substrates (counterscreen for miR-21 project) | hit rate 6.9% among 360,000 | Luciferin 4-monooxygenase (Photinus pyralis), P08659 | Potency, µM (top dose mostly 57.5 µM), inactives show top-dose activity change, negative = inhibition, hits mostly inhibitors | AID 588342, 2011 | purified FLuc, Km substrates, luminescence inhibition;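 further: plate controls were vehicle for no effect and reference inhibitor for full effect; nearly all actives have a fitted effect of over 55% in size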
Target sequence (P08659 whole entry, looked up): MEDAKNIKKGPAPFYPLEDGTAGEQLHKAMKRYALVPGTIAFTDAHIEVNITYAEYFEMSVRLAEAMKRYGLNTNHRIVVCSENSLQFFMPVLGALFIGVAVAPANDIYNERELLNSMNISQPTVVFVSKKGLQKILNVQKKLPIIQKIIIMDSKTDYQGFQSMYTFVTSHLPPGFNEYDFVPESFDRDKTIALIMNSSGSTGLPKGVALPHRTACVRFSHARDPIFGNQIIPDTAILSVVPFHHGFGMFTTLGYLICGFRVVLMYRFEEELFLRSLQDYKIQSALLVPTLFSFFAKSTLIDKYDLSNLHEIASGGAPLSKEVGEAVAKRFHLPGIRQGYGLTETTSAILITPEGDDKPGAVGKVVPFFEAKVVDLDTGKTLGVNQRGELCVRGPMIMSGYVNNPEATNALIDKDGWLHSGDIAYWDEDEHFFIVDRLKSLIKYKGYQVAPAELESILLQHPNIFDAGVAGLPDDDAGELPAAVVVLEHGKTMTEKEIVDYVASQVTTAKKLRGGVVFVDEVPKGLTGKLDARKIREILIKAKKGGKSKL
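Purified P. pyralis luciferase (10nM final) with 10uM D-luciferin and 10uM ATP (Km levels) in 50mM Tris acetate pH 7.5, 10mM Mg acetate, 0.01% Tween-20, 0.05% BSA; qHTS 6-point titration, ~60 µM downward; luminescence read.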
ELG1 genotoxic – qHTS screen for small molecules that induce genotoxicity in human embryonic kidney (HEK293T) cells expressing luciferase-tagged ELG1; Potency, µM (top dose mostly 46 µM), inactives show top-dose activity change, positive = activation, hits mostly activators; hit rate 1.3% among 330,000; HEK293T ELG1-luciferase reporter, luminescence, 16 h; further: % of control where 0% means no effect; nearly all actives have a fitted effect of over 60% in size
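16 hr compound incubation (37 °C, 5% CO2) of HEK293T cells carrying luciferase-tagged ELG1; luciferase then measured by ONE-Glo luminescence after 30 min at RT.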
Rab9 prom act – qHTS Assay for Rab9 Promoter Activators. Potency, µM (top dose mostly 9.22 µM), for the others: at the highest dose activation, negative = inhibition, usual class: activators. hit rate 2.8% among 320,000. Huh7 Rab9 promoter-luciferase reporter, luminescence, 24 h; further: % of control where 0% means no effect; nearly all actives have a fitted effect of over 60% in size
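Cells were plated at 1500 per well in reduced-serum medium with 10% FBS and left 2 h. Compound in DMSO was then added for 24 h at 37 °C. Reporter signal was read by luminescence after 10 min with luciferase detection reagent.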
p53 reactivator – qHTS assay for re-activators of p53 using a Luc reporter; H1299 p53-A138V BP100-luciferase reporter, luminescence, 24 h; Potency, µM (series often up to 92.2 µM), for the others: at the highest dose activity change, positive = activation, actives largely listed as activators; hit rate 0.063% among 320,000; further: % of control where 0% means no effect; nearly all actives have a fitted effect of over 45% in size
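p53-null H1299 cells stably carrying temperature-sensitive p53-A138V and a BP100-luciferase reporter were pinned with compounds (4-point, 1:5 series) and held 24 hrs at 37 deg C. Luminescence was read 10 min after detection reagent.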
BRCA1 expr act – qHTS Assay to Identify Small Molecule Activators of BRCA1 Expression; Potency, µM (doses to about 46.1 µM), for inactives: top-dose activation, usual class: activators; AID 624202, 2012; MCF7-BRCA1-FFLuc reporter, luminescence, 48 h; response scale: scaled: vehicle 0%, 10 µM genistein 100%; hit rate 1.1% among 380,000; further: nearly all actives have a fitted effect of over 80% in size; some results filed as inactive show a strong effect at the top dose
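MCF7 cells carrying a BRCA1-firefly luciferase reporter (2000 cells/well, phenol-red free MEM) were attached for 2 h at 37 °C, then given compounds for 48 h. Luminescence was read 15 min after luciferase reagent; activity normalized to genistein (10 microM) and DMSO.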
MBNL1-CUG inh – qHTS Assay for Inhibitors of MBNL1-poly(CUG) RNA binding; TR-FRET MBNL1-His/biotin-(CUG)12 binding, 665/545 ratio; Potency, µM (doses to about 57.5 µM), for inactives: at the top dose activity change, negative = inhibition, usual class: inhibitors; hit rate 0.036% among 280,000; AID 2675, 2010; active means well fitted inhibition curve with a large enough effect in the signal ratio, with a control signal flat, not every such curve was filed as active; inconclusive means small, poorly fitted or top-dose-only effect, or effect the other way, or a change in a side signal; inactive means no such curve, though single readings can be large or run the other way; the % refers to the signal ratio; further: on the % scale 0 is the no-effect control and ±100 the full control effect
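Compound titration spanned 92 nM–58 uM against the MBNL1-His/biotin-(CUG)12 complex. After 60 min at room temperature with 5 nM streptavidin-XL665 and 0.055 ng/ul terbium anti-His, ratiometric 665/545 nm emission (Ex 340 nm) normalized to controls.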
uPA surface inh – qHTS for Inhibitors of Cell Surface uPA Generation. cell surface uPA generation assay, qHTS. Potency, µM (titrated, usually from 38.3 µM), for inactives: at the highest dose activity change, negative = inhibition, hits mostly inhibitors. hit rate 0.31% among 330,000. AID 540303, 2011; active means well fitted inhibition curve with a large enough effect; inconclusive means small, poorly fitted or top-dose-only effect; inactive means no such curve, though single readings can be large or run the other way; tested in mouse RAW 264.7 cells; further: on the % scale 0 is the no-effect control and ±100 the full control effect; nearly all actives have a fitted effect of over 55% in size
NPC1 prom act – qHTS Assay for NPC1 Promoter Activators. hit rate 2.4% among 320,000. Potency, µM (doses to about 9.22 µM), for inactives: at the highest dose activation, most hits filed as activators. Huh7 NPC1 promoter luciferase reporter, 24 h. AID 485313, 2010;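 further: % of control where 0% means no effect; nearly all actives have a fitted effect of over 60% in size; reporter is driven by a mutant NPC1 promoter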
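Compounds in DMSO were transferred onto Huh7 NPC1-luciferase reporter cells pre-incubated 2 h; after 24 h at 37 °C, Amplite reagent was dispensed and luminescence recorded 10 min later.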
Gal4-VP16 FLuc – VP16 counterscreen qHTS for inhibitors of ROR gamma transcriptional activity. Drosophila S2 Gal4-VP16 UAS-luciferase, luminescence, 20 h. Potency, µM (top dose mostly 53.6 µM), for inactives: at the top dose activity, negative = inhibition, actives largely listed as inhibitors. hit rate 3.5% among 310,000. AID 2546, 2010;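 further: Gal4-VP16 expression switched on by copper sulfate through the metallothionein promoter; on the % scale 0 is the no-effect control and ±100 the full control effect; nearly all actives have a fitted effect of over 50% in size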
RORgamma inh – qHTS for inhibitors of ROR gamma transcriptional activity | Drosophila S2 Gal4-RORgamma UAS-luciferase reporter, 20 h | Potency, µM (doses to about 53.6 µM), for inactives: at the top dose activity change, negative = inhibition, most hits filed as inhibitors | hit rate 5.4% among 310,000; further: on the % scale 0 is the no-effect control and ±100 the full control effect; nearly all actives have a fitted effect of over 60% in size
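Using a luciferase readout, inhibitors were identified by reduced reporter activity in Drosophila cells coexpressing a copper-inducible Gal4–ROR gamma fusion and UAS-driven Photinus luciferase, incubated 20 hr after 700 uM copper sulfate.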
Numbers without * were called inactive; ? = inconclusive; nt = not tested or not shown; [ ] = another dose, or the depositor's remark. Unless noted, the call rests on the fitted dose curve; in most records, active means well fitted curve in the direction sought with a large enough effect; inconclusive means small, poorly fitted or top-dose-only effect, or another doubt; inactive means no such curve, though single readings can be large; an effect the other way counts as inactive or inconclusive. Potency means the concentration at half of the fitted maximal effect.

SMILES | FLuc counter | ELG1 genotoxic | Rab9 prom act | p53 reactivator | BRCA1 expr act | MBNL1-CUG inh | uPA surface inh | NPC1 prom act | Gal4-VP16 FLuc | RORgamma inh
COc1ccccc1-c1c(C#N)c(N)nc2c1CCc1ccccc1-2 | -6% | ? | -15% | -10% | -85% | nt | -11% | -16% | ? | -9%[10 µM]
COc1ccc(-c2nnc(SCC(=O)NC3CCCCC3)o2)cc1OC | 1% | -1% | -1% | -3% | -23% | -12% | -29% | 1% | -10% | -19%
CN(C)c1cccc(C(=O)OCC(=O)Nc2ccccc2-c2ccccc2)c1 | -1% | -5% | 0% | -7% | -3% | 0% | 3% | 0% | ? | ?
NS(=O)(=O)c1ccc(NC(=O)COc2ncnc3c2cnn3-c2ccccc2)cc1 | 5% | 1% | -10% | 3% | 3% | 1% | -11% | -3% | 4% | 8%
O=C(O)COc1ccc(/C=C/c2nc3ccc([N+](=O)[O-])cc3s2)cc1 | 4.8µM* | 3% | 4% | 12% | -2% | 9% | -3% | 7% | -12% | 0%

2 neighbouring entries already listed, quoted:
SMILES | FLuc counter | ELG1 genotoxic | Rab9 prom act | p53 reactivator | BRCA1 expr act | MBNL1-CUG inh | uPA surface inh | NPC1 prom act | Gal4-VP16 FLuc | RORgamma inh
NS(=O)(=O)c1ccc(NC(=O)COc2ncnc3c2cnn3-c2ccccc2)cc1 | 5% | 1% | -10% | 3% | 3% | 1% | -11% | -3% | 4% | 8%
O=C(O)COc1ccc(/C=C/c2nc3ccc([N+](=O)[O-])cc3s2)cc1 | 4.8µM* | 3% | 4% | 12% | -2% | 9% | -3% | 7% | -12% | 0%

Part of the list above in order of length of the SMILES, highest first.
SMILES | FLuc counter | ELG1 genotoxic | Rab9 prom act | p53 reactivator | BRCA1 expr act | MBNL1-CUG inh | uPA surface inh | NPC1 prom act | Gal4-VP16 FLuc | RORgamma inh
O=C(O)COc1ccc(/C=C/c2nc3ccc([N+](=O)[O-])cc3s2)cc1 | 4.8µM* | 3% | 4% | 12% | -2% | 9% | -3% | 7% | -12% | 0%
CN(C)c1cccc(C(=O)OCC(=O)Nc2ccccc2-c2ccccc2)c1 | -1% | -5% | 0% | -7% | -3% | 0% | 3% | 0% | ? | ?
COc1ccccc1-c1c(C#N)c(N)nc2c1CCc1ccccc1-2 | -6% | ? | -15% | -10% | -85% | nt | -11% | -16% | ? | -9%[10 µM]
